Bioassay records as filed in PubChem.
BioA inh: BioA (M. tuberculosis) enzyme inhibition. inhibition, % at 9.99 µM. AID 602481. purified M. tuberculosis BioA enzyme, plate reader. actives 0.096% (n = 360,000); in the data active = inhibition above about 40%
* = called active by the depositor. These rows are one share of the data. The share of hits here may be higher or lower than overall.

No. | structure | BioA inh
1 | O=C(C[C@H]1C[C@@H]2c3cc(NC(=O)C4CCOCC4)ccc3O[C@@H]2[C@@H](CO)O1)NCC1CC1 | 0.4
2 | Cc1noc(C)c1NC(=O)N(C)C[C@H]1Oc2ccc(NC(=O)NC(C)C)cc2CC(=O)N([C@@H](C)CO)C[C@H]1C | 1.3
3 | CC(=O)N(C)C[C@@H]1Oc2cc(C#CCN(C)C)ccc2S(=O)(=O)N([C@H](C)CO)C[C@@H]1C | 0.7
4 | C[C@H](CO)N1C[C@H](C)[C@@H](CN(C)Cc2ccncc2)Oc2ccc(N(C)C)cc2C1=O | -1.0
5 | CCNC(=O)Nc1ccc2c(c1)C(=O)N(C)[C@H]1CC[C@@H](CC(=O)NCCN3CCCC3)O[C@H]1CO2 | -2.1
6 | C[C@@H]1CN([C@@H](C)CO)C(=O)c2cc(NS(C)(=O)=O)ccc2O[C@@H](C)CCCCO[C@H]1CN(C)S(=O)(=O)c1cccs1 | -1.5
7 | O=C(C1CC1)N1CC[C@@H]2[C@H]1c1cc(C#Cc3ccc(F)cc3)ccc1N[C@@H]2CO | -4.5
8 | CNC(=O)C[C@@H]1CC[C@H]2[C@@H](COc3ccc(NC(=O)NC(C)C)cc3C(=O)N2C)O1 | -0.1
9 | COc1ccc(S(=O)(=O)N(C)C[C@@H]2OCCCC[C@@H](C)Oc3ccc(NC(=O)Nc4ccc(F)cc4)cc3C(=O)N([C@@H](C)CO)C[C@H]2C)cc1 | -1.0
10 | C[C@H]1CN([C@@H](C)CO)C(=O)c2cc(N(C)C)ccc2O[C@H]1CN(C)C(=O)Nc1ccccc1 | -2.1
11 | C[C@@H]1CN([C@@H](C)CO)C(=O)Cc2cc(N(C)C)ccc2O[C@@H]1CN(C)C(=O)Nc1ccc(C(F)(F)F)cc1 | 0.5
12 | C[C@@H]1CCCCO[C@@H](CN(C)C(=O)NC2CCCCC2)[C@H](C)CN([C@@H](C)CO)C(=O)c2cc(NC(=O)CCCN(C)C)ccc2O1 | -5.5
13 | C[C@@H]1CCCCO[C@H](CN(C)S(=O)(=O)c2ccc(F)cc2)[C@H](C)CN([C@H](C)CO)C(=O)c2cc(NS(=O)(=O)c3ccc(Cl)cc3)ccc2O1 | -2.1
14 | COc1ccccc1C#Cc1ccc2c(c1)O[C@@H](CN(C)C(C)=O)[C@@H](C)CN([C@H](C)CO)S2(=O)=O | 2.6
15 | O=C(Nc1ccc2c(c1)[C@@H]1C[C@H](CC(=O)N3CCc4ccccc4C3)O[C@H](CO)[C@@H]1O2)Nc1ccccc1F | -0.5
16 | CCCC(=O)Nc1ccc2c(c1)C(=O)N(C)[C@@H]1CC[C@H](CC(=O)N3CCc4ccccc4C3)O[C@H]1CO2 | 10
17 | Cc1ccc(S(=O)(=O)N[C@@H]2CC[C@H](CC(=O)NCCN3CCCCC3)O[C@H]2CO)cc1 | -7.9
18 | COc1ccc(-c2ccc([C@H]3[C@@H](C#N)N[C@@H]3CO)cc2)cc1 | -2.4
19 | O=C(NCc1ccncn1)[C@H]1[C@H](CO)[C@H]2Cn3c(ccc(-c4ccccc4)c3=O)[C@H]2N1CC1CC1 | 9.1
20 | COc1ccccc1CNC(=O)C[C@@H]1CC[C@H](NC(=O)CC2CC2)[C@@H](CO)O1 | -2.9
21 | Cc1ccccc1-c1ccc([C@@H]2[C@H]3CN(C(=O)c4cccnc4)CCCCN3[C@H]2CO)cc1 | 3.2
22 | CC=Cc1ccc2n(c1=O)C[C@H]1[C@H](CO)[C@@H](C(=O)OC)[C@@H]2N1S(=O)(=O)c1cccc(C)c1 (mixture of isomers) | 0.2
23 | COc1cccc(-c2cnc3c(c2)C(=O)N([C@H](C)CO)C[C@H](C)[C@H](CN(C)S(=O)(=O)c2cccs2)O3)c1 | 3.2
24 | O=C(C[C@H]1CC[C@@H]2[C@H](COC[C@H](O)CN2C(=O)C2CC2)O1)NCc1ccncc1 | -1.9
25 | CC(C)NC(=O)N(C)C[C@@H]1Oc2ccc(NC(=O)C3CCCCC3)cc2CC(=O)N([C@@H](C)CO)C[C@@H]1C | -0.9
26 | CCCNC(=O)N[C@@H]1CC[C@@H](CC(=O)NC2CCCCC2)O[C@H]1CO | -6.7
27 | CN(C)C(=O)C[C@@H]1C=C[C@H](NC(=O)c2ccc(F)cc2)[C@H](CO)O1 | 1.1
28 | O=C(C[C@H]1CC[C@H]2[C@@H](COC[C@@H](O)CN2C(=O)c2cccnc2)O1)Nc1ccc(-c2ccccc2)cc1 | -2.7
29 | C[C@@H]1CN([C@@H](C)CO)C(=O)c2cc(-c3ccc(C#N)cc3)cnc2O[C@@H]1CN(C)C(=O)c1ccccc1 | 29
30 | COc1ccc(-c2cnc3c(c2)C(=O)N([C@@H](C)CO)C[C@H](C)[C@H](CN(C)S(C)(=O)=O)O3)cc1 | -0.3
31 | O=C(Nc1ccccc1F)N[C@@H]1CC[C@@H](CC(=O)N2CCCCC2)O[C@H]1CO | -2.8
32 | O=C(CC1CC1)Nc1ccc2c(c1)[C@@H]1C[C@@H](CC(=O)NC3CCCC3)O[C@@H](CO)[C@@H]1O2 | 0.3

Copied from above: entries 24–32
No. | structure | BioA inh
24 | O=C(C[C@H]1CC[C@@H]2[C@H](COC[C@H](O)CN2C(=O)C2CC2)O1)NCc1ccncc1 | -1.9
25 | CC(C)NC(=O)N(C)C[C@@H]1Oc2ccc(NC(=O)C3CCCCC3)cc2CC(=O)N([C@@H](C)CO)C[C@@H]1C | -0.9
26 | CCCNC(=O)N[C@@H]1CC[C@@H](CC(=O)NC2CCCCC2)O[C@H]1CO | -6.7
27 | CN(C)C(=O)C[C@@H]1C=C[C@H](NC(=O)c2ccc(F)cc2)[C@H](CO)O1 | 1.1
28 | O=C(C[C@H]1CC[C@H]2[C@@H](COC[C@@H](O)CN2C(=O)c2cccnc2)O1)Nc1ccc(-c2ccccc2)cc1 | -2.7
29 | C[C@@H]1CN([C@@H](C)CO)C(=O)c2cc(-c3ccc(C#N)cc3)cnc2O[C@@H]1CN(C)C(=O)c1ccccc1 | 29
30 | COc1ccc(-c2cnc3c(c2)C(=O)N([C@@H](C)CO)C[C@H](C)[C@H](CN(C)S(C)(=O)=O)O3)cc1 | -0.3
31 | O=C(Nc1ccccc1F)N[C@@H]1CC[C@@H](CC(=O)N2CCCCC2)O[C@H]1CO | -2.8
32 | O=C(CC1CC1)Nc1ccc2c(c1)[C@@H]1C[C@@H](CC(=O)NC3CCCC3)O[C@@H](CO)[C@@H]1O2 | 0.3

Carrying on:
No. | structure | BioA inh
33 | C[C@@H]1CN([C@H](C)CO)C(=O)c2cc(NS(=O)(=O)c3ccc(F)cc3)ccc2O[C@@H](C)CCCCO[C@H]1CN(C)S(=O)(=O)c1cccs1 | -0.9
34 | O=C(C[C@H]1C=C[C@@H](NC(=O)Nc2ccccc2F)[C@@H](CO)O1)NCc1ccc(Cl)cc1 | 1.0
35 | Cc1noc(C)c1S(=O)(=O)Nc1ccc2c(c1)C(=O)N([C@H](C)CO)C[C@H](C)[C@@H](CN(C)C(=O)Nc1ccccc1)OCCCC[C@H](C)O2 | -1.0
36 | CC(C)CC#Cc1cnc2c(c1)C(=O)N([C@H](C)CO)C[C@H](C)[C@H](CN(C)Cc1cncnc1)O2 | 0.3
37 | C[C@@H]1CN([C@@H](C)CO)C(=O)c2cc(C#CCN(C)C)cnc2O[C@H]1CN(C)Cc1cccc(C(=O)O)c1 | 1.1
38 | CCCN1C[C@@H](C)[C@@H](OC)CN(C)C(=O)c2cc(NC(=O)Nc3cccc(F)c3)ccc2OC[C@@H]1C | 3.2
39 | COc1cccc(C#Cc2ccc3c(c2)O[C@@H](CN(C)C)[C@@H](C)CN([C@@H](C)CO)S3(=O)=O)c1 | -1.7
40 | COC(=O)[C@@H]1[C@@H](CO)[C@@H]2Cn3c(ccc(-c4ccccc4F)c3=O)[C@H]1N2C(C)=O | -1.6
41 | C[C@@H]1CCCCO[C@@H](CN(C)S(=O)(=O)c2ccc(F)cc2)[C@H](C)CN([C@H](C)CO)C(=O)c2cc(NS(C)(=O)=O)ccc2O1 | 0.7
42 | O=C(C[C@H]1C[C@@H]2c3cc(NC(=O)CC4CC4)ccc3O[C@@H]2[C@@H](CO)O1)NCc1cccc(F)c1 | 0.5
43 | N#C[C@H]1[C@H](c2ccc(C#CC3(O)CCCC3)cc2)[C@H](CO)N1C(=O)C1CCC1 | 10
44 | C[C@@H]1CN([C@@H](C)CO)C(=O)Cc2cc(NC(=O)Nc3ccc(C(F)(F)F)cc3)ccc2O[C@H]1CN(C)C | 4.2
45 | C[C@@H]1CN([C@@H](C)CO)C(=O)c2cc(C#CC3(O)CCCC3)cnc2O[C@@H]1CN(C)Cc1ccccc1 | -1.9
46 | Cc1ccc(S(=O)(=O)N(C)C[C@@H]2OCCCC[C@H](C)Oc3ccc(NC(=O)c4ccccc4)cc3C(=O)N([C@H](C)CO)C[C@H]2C)cc1 | -0.1
47 | C[C@@H](O)C#Cc1ccc([C@H]2[C@H](CO)N3CCCCN(C(=O)c4cccc(F)c4)C[C@@H]23)cc1 | 0.5
48 | Cc1ccc(S(=O)(=O)Nc2ccc3c(c2)C(=O)N([C@H](C)CO)C[C@H](C)[C@H](CN(C)CC2CCCCC2)OCCCC[C@H](C)O3)cc1 | 0.0
49 | O=C(C[C@@H]1C[C@@H]2c3cc(NC(=O)NC4CCCC4)ccc3O[C@@H]2[C@@H](CO)O1)NCc1ccccc1F | -0.6
50 | O=C(C1CCOCC1)N1C[C@@H]2[C@H](c3ccccc31)[C@H](CO)N2Cc1ccc(Cl)cc1 | -0.6
51 | CO[C@@H]1CN(C)C(=O)c2ccc(NC(=O)c3ccc4c(c3)OCO4)cc2OC[C@@H](C)N(CCC(F)(F)F)C[C@@H]1C | 1.9
52 | CC(C)NC(=O)Nc1ccc2c(c1)CC(=O)N([C@@H](C)CO)C[C@@H](C)[C@H](CN(C)S(C)(=O)=O)O2 | -1.4
53 | CO[C@@H]1CN(C)C(=O)c2ccc(NC(=O)c3ccccn3)cc2OC[C@@H](C)N(C(=O)C2CCCCC2)C[C@H]1C | -0.7
54 | CNC[C@@H]1Oc2c(NS(=O)(=O)c3cn(C)cn3)cccc2C(=O)N([C@H](C)CO)C[C@H]1C | -1.9
55 | C[C@H]1CN([C@@H](C)CO)C(=O)Cc2cc(NC(=O)CCCCCC(=O)Nc3ccccc3N)ccc2O[C@@H]1CN(C)C(=O)NC1CCCCC1 | -2.3
56 | COc1ccc(CN(C)C[C@@H]2Oc3ccc(NS(=O)(=O)c4ccc(Cl)cc4)cc3C(=O)N([C@H](C)CO)C[C@@H]2C)cc1 | -3.5
57 | C[C@@H](NC(=O)C[C@H]1CC[C@@H]2[C@@H](COc3ccc(NS(=O)(=O)c4ccc(Cl)cc4)cc3C(=O)N2C)O1)c1ccccc1 | -1.3
58 | COc1ccc(-c2cn(CC[C@H]3CC[C@@H](NS(=O)(=O)c4ccccc4C)[C@@H](CO)O3)nn2)cc1 | 3.5
59 | COCCNC(=O)C[C@@H]1C[C@@H]2c3cc(NC(=O)NC4CCCCC4)ccc3O[C@@H]2[C@H](CO)O1 | -1.6
60 | C[C@@H]1CCCCO[C@H](CN(C)C(=O)Nc2ccc3c(c2)OCO3)[C@@H](C)CN([C@H](C)CO)C(=O)c2cc(NC(=O)Nc3ccc(F)cc3)ccc2O1 | 0.3
61 | C[C@H](CO)N1C[C@H](C)[C@@H](CN(C)Cc2ccc3c(c2)OCO3)OCCCC[C@H](C)Oc2ccc(NS(=O)(=O)c3cn(C)cn3)cc2C1=O | 0.6
62 | C[C@H](CO)N1C[C@H](C)[C@H](CN(C)C(=O)Nc2ccc(F)cc2)Oc2c(NS(C)(=O)=O)cccc2C1=O | -0.9
63 | CC(C)CC#Cc1cnc2c(c1)C(=O)N([C@H](C)CO)C[C@@H](C)[C@H](CN(C)S(=O)(=O)c1cn(C)cn1)O2 | 0.8
64 | C[C@H]1CN([C@@H](C)CO)C(=O)c2cc(NC(=O)C3CC3)ccc2O[C@@H]1CN(C)Cc1ccc(C(=O)Nc2ccccc2N)cc1 | 0.0
65 | COc1ccc(S(=O)(=O)Nc2cccc3c2O[C@@H](CN(C)Cc2ccc(-c4ccccc4)cc2)[C@H](C)CN([C@H](C)CO)C3=O)cc1 | 0.5
66 | C[C@H](CO)N1C[C@H](C)[C@@H](CN(C)C(=O)C2CC2)Oc2ncc(-c3ccccc3F)cc2C1=O | -0.4
67 | C[C@@H]1CN([C@@H](C)CO)C(=O)c2cc(NC(=O)Nc3cccc4ccccc34)ccc2O[C@@H](C)CCCCO[C@H]1CN(C)CC1CCCCC1 | -4.4
68 | OC[C@H]1[C@@H](c2ccc(-c3ccccc3F)cc2)[C@H]2CN(Cc3cccnc3)CCCCN21 | -3.5
69 | CCC(=O)N[C@@H]1C=C[C@@H](CC(=O)NCc2ccccc2OC)O[C@H]1CO | -4.3
70 | C[C@H](CO)N1C[C@H](C)[C@@H](CN(C)C(=O)c2ccccc2)OCCCC[C@H](C)Oc2ccc(NS(=O)(=O)c3ccc(F)cc3)cc2C1=O | 2.1
71 | C[C@H](CO)N1C[C@H](C)[C@H](CN(C)Cc2ccc(C(=O)O)cc2)Oc2c(NS(=O)(=O)c3ccc(F)cc3)cccc2C1=O | -4.6
72 | C[C@@H]1CN([C@@H](C)CO)C(=O)c2cccc(NC(=O)C3CCOCC3)c2O[C@H]1CN(C)Cc1ccc(C(F)(F)F)cc1 | 0.2
73 | N#Cc1cccc(-c2ccc3c(c2)[C@@H]2[C@@H](CCN2C(=O)c2ccncc2)[C@@H](CO)N3)c1 | 1.9
74 | C[C@@H]1CCCCO[C@@H](CN(C)C(=O)Nc2ccc(F)cc2)[C@H](C)CN([C@H](C)CO)C(=O)c2cc(NS(=O)(=O)c3ccccc3)ccc2O1 | -1.9
75 | COCCNC(=O)C[C@@H]1C[C@@H]2c3cc(NC(=O)CN(C)C)ccc3O[C@@H]2[C@H](CO)O1 | -9.7
76 | COc1ccccc1C(=O)Nc1ccc2c(c1)C(=O)N(C)C[C@H](OC)[C@@H](C)CN[C@H](C)CO2 | -0.4
77 | CN1C(=O)c2cc(NC(=O)C3CCCC3)ccc2OC[C@@H]2O[C@@H](CC(=O)O)CC[C@@H]21 | -2.4
78 | C[C@H]1CN([C@@H](C)CO)C(=O)c2cccc(NC(=O)C3CCCCC3)c2O[C@@H]1CN(C)C(=O)Nc1ccc(F)cc1 | -0.4
79 | Cc1ccc(S(=O)(=O)N[C@H]2C=C[C@H](CC(=O)NCCN3CCCCC3)O[C@H]2CO)cc1 | -0.1
80 | Cn1cnc(S(=O)(=O)N2CCCCN3[C@@H](CO)[C@@H](c4ccc(-c5ccccc5)cc4)[C@@H]3C2)c1 | 4.6
